# LDHA inh = blocks human lactate dehydrogenase A. P00338. purified LDHA, NADH/diaphorase-resazurin fluorescence; stronger effect = lower value. activity change, % (values are at about 110 or 230 µM). 0.15% of 480,000 active. AID 1347041; in the data active = activity change below about -30%; inconclusive = mostly about -25% to -30%;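 note: plate controls were DMSO wells for no effect and wells without enzyme for full effect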
#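 Human LDH5 (2 nM) was incubated with 0.06 mM NADH and 0.2 mM pyruvate for 5 min at room temperature in Tris pH 7.4. Remaining NADH was coupled through diaphorase/resazurin, and resorufin fluorescence was read at 0 and 20 min.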
# RXFP1 ag = activates the human relaxin receptor RXFP1 | Potency, µM (series often up to 57.5 µM), for inactives: at the highest dose activation, most hits filed as activators | HEK293T-RXFP1 cAMP TR-FRET, 30 min; response scale: percent of porcine relaxin response, buffer zero | Q9HBX9 | 0.3% of 370,000 active; note: potency is the fitted concentration of half-maximal effect; % is set by controls: 0 for no effect and ±100 for the full control effect; nearly all actives have a fitted effect of over 60% in size; many of its hits are not listed in these tables
#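 HEK293 cells stably expressing RXFP1, treated 30 min at 37C with compounds plus PDE4 inhibitor Ro 20174; cAMP measured by HTRF TR-FRET. Normalized to buffer and 29 nM porcine relaxin; EC50 by Hill fit.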
# D1 antagonist = blocks dopamine activation of the human D1 receptor; activity change, negative = inhibition, % at 10 µM; 3.2% of 360,000 active; HEK293 TREx D1 cells, calcium flux, dopamine EC80; stronger effect = lower value; in the data active = activity change below about -30%; note: % is set by controls: 0 for no effect and ±100 for the full control effect
#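 Antagonism measured as reduced calcium response to an EC80 dopamine addition following 180 s compound pre-read; cells were inducible HEK293 Trex D1 plated overnight at 30 C, read kinetically at 1 cycle/sec.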
# Vif-APOBEC3F blk = blocks the Vif interaction with APOBEC3F; HeLa A3F-eYFP + Vif (tagged APOBEC3F with the HIV-1 protein that degrades it), YFP fluorescence increase; AID 602313; Potency, µM (highest dose often 46.1 µM), inactives show at the top dose activity, negative = active; 0.2% of 390,000 active; note: potency is the fitted concentration of half-maximal effect; % of control where 0% means no effect; nearly all actives have a fitted effect of over 65% in size
#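 HeLa cells stably expressing A3F-eYFP plus Vif, plated and incubated overnight at 37 deg C, then exposed to compounds overnight at 37 deg C. Blocked degradation read as raised yellow fluorescence (Ex 488/Em 500-530).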
# D2 PAM = positive allosteric modulators of human D2 dopamine receptor | HEK293 T-REx D2, calcium flux, EC20 dopamine potentiation | 0.34% of 340,000 active | potentiation, % at 10 µM | AID 485347;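 active = potentiation over 3 SD above the plate norm, cut at about 30% in these data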; note: 0% is about no effect
# Target sequence (P14416 whole entry, looked up): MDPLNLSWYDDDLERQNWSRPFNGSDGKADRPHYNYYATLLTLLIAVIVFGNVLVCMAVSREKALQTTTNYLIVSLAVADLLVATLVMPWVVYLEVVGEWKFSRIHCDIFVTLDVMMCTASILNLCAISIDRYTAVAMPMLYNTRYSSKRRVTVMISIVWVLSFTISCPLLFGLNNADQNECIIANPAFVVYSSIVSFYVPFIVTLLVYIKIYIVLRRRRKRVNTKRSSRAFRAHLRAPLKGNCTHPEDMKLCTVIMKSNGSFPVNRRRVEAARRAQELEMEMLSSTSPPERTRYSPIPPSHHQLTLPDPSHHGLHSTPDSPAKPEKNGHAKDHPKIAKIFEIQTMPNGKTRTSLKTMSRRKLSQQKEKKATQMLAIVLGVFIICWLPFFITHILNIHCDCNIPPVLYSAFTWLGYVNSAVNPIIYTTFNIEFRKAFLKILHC
#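 Using a no-wash calcium dye in inducible, force-coupled HEK293 Trex cells expressing D2, we tracked fluorescence each second for 180 s after compound, then for 180 s after EC20 dopamine to detect augmented signalling.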
# Vif-A3G inh = Vif-A3G binding inhibition; Q9HC16; HeLa A3G-eYFP + Vif (tagged APOBEC3G with the HIV-1 protein that degrades it), YFP fluorescence, overnight; Potency, µM (top dose mostly 46.1 µM), without a hit: top-dose activity, negative = active, most hits filed as inhibitors; 0.076% of 410,000 active;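 note: potency is the fitted concentration of half-maximal effect; % is set by controls: 0 for no effect and ±100 for the full control effect; nearly all actives have a fitted effect of over 60% in size; hits raise eYFP signal because A3G escapes Vif-driven loss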
# Target sequence (Q9HC16 whole entry, looked up): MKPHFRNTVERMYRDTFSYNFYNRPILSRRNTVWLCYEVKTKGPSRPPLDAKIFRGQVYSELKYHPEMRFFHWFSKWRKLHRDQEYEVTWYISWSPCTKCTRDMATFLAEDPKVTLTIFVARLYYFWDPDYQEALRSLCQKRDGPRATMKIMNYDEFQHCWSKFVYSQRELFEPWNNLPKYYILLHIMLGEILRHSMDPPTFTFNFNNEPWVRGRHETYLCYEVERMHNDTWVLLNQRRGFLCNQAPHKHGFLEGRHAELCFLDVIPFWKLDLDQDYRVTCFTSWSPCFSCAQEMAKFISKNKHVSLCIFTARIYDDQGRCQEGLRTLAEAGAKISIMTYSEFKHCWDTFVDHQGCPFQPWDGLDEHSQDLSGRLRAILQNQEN
#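 Read-out is eYFP fluorescence (Ex 488/Em 500-530) from Vif-expressing HeLa A3G-eYFP cells; more signal means A3G escaped Vif-mediated degradation. Cells plated overnight, compound pinned in, incubated overnight at 37 deg C.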
# GRP78 ERSR act = induces the endoplasmic reticulum stress response in human glioma cells; Potency, µM, for inactives: at the top dose activation, most hits filed as activators; 0.02% of 420,000 active; U87-MG GRP78 promoter luciferase reporter, 16 h; note: potency is the fitted concentration of half-maximal effect; series mostly up to about 76 µM; % of control where 0% means no effect; nearly all actives have a fitted effect of over 35% in size
#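 ERSR induction read as luciferase luminescence (Bright-Glo, 10 min at room temperature) in stably transfected human U87-MG glioma cells exposed to compounds for 16 h, using GRP78 as sensor.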
# D1 agonist = agonists of human D1 dopamine receptor; P21728; activation, % at 2 µM; HEK293 T-REx D1 cells, calcium flux, agonist mode; 1% of 360,000 active; in the data active = activation above about 30%; note: 0% is about no effect
#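 Inducible HEK293 T-REx D1 cells, force-coupled to calcium signalling, were plated at 4000 cells/well with tetracycline and held overnight at 30 C. After no-wash calcium dye loading, compound-evoked calcium rise over 180 s flagged agonists.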
# D1 PAM = potentiators of human D1 dopamine receptor. P21728. HEK293 TREx D1 cells, calcium flux, dopamine EC20 potentiation. potentiation, % at 10 µM. 0.036% of 360,000 active. AID 504651; in the data active = potentiation above about 30%; note: 0% is about no effect
# Starred values were filed as active, the others as inactive; ? = inconclusive; . = not tested or not shown; & = joins results of further samples. Unless noted, calls come from the whole dose curve; as a rule, active = well fitted curve in the direction sought with a large enough effect; inconclusive = small, poorly fitted or top-dose-only effect, or another doubt; inactive = no such curve, though single readings can be large; an effect the other way counts as inactive or inconclusive.
SMILES	D1 antagonist	D2 PAM	D1 agonist	GRP78 ERSR act	Vif-APOBEC3F blk	Vif-A3G inh	D1 PAM	RXFP1 ag	LDHA inh
O=C(CCc1nc2ccccc2[nH]c1=O)OCC(=O)c1cccc2ccccc12	-3	4	2	.	.	.	-1	0.0%	.
Cc1oc2cc3oc(=O)c(CCC(=O)N[C@H](C(=O)O)C(C)C)c(C)c3cc2c1C	-1	5	2	-4%	2%	-2%	2	7.6%	6
COc1ccc(-c2noc(CCC(=O)Nc3ccccc3Cl)n2)cc1OC	-18	.	9	-2%	2%	1%	-1	0.6%	-3
COC(=O)c1ccc(C2c3c(-c4ccccc4O)n[nH]c3C(=O)N2Cc2cccnc2)cc1 (centres undefined)	1	-2	2	2%	3%	-5%	0	0.3%	10&4
COc1ccc([C@H]2N[C@]3(CCCN(Cc4ccc(Br)cc4)C3=O)[C@H]3C(=O)N(Cc4ccccc4)C(=O)[C@@H]23)cc1	.	.	.	0%	-4%	0%	.	.	2
Cc1ccc(C(=O)c2oc3ccccc3c2NC(=O)c2nc(S(C)(=O)=O)ncc2Cl)cc1F	7	4	-1	-3%	-4%	0%	0	-0.1%	?
COc1ccc(C(C(=O)NC(C)(C)C)N(Cc2cccnc2)C(=O)CCC(=O)Nc2cc(C)on2)cc1 (centres undefined)	2	14	-3	-1%	9%	2%	-2	-1.4%	-1
CCOc1ccc(NC(=O)CN(C)C(=O)c2c(C)nn(-c3ccc(F)cc3)c2Cl)cc1OCC	-6	-2	1	-3%	7%	-1%	-2	0.0%	-3
COc1ccc(C2=NS(=O)(=O)N(C)C(C(=O)N3CCc4ccccc4C3)=C2)cc1OC	-5	19	6	-4%	9%	-9%	-6	4.0%	-2
CCCc1cc2c(=O)c(-c3nc4ccccc4s3)c(COCC(=O)O)oc2cc1O	9	5	2	-1%	-9%	-18%	5	3.2%	0
CC(C)/C=C/C(=O)N1CCC(N2CCC(C(=O)NCc3ccccn3)CC2)CC1	-2	-1	2	-3%	-5%	-1%	0	2.7%	-4
CCOC(=O)c1c(S(=O)(=O)NCC(=O)N(C)c2ccc(C)cc2)c(C)n(C)c1C	1	10	-1	-3%	-9%	-1%	0	-0.1%	-3
CSc1c2c(nc3ncnn13)CCC2	-10	7	0	-4%	-2%	-4%	0	14%	-11
COc1ccc2[nH]c(C(=O)O)c(NC(=O)c3ccccc3[N+](=O)[O-])c2c1	-17	4	4	2%	0%	1%	-3	-4.9%	-2
Cc1ccc(CN(C(=O)COc2ccc(F)cc2)C2CCS(=O)(=O)C2)o1 (centres undefined)	-1	-9	-1	.	.	.	1	-0.7%	-1
Clc1cccc(Cl)c1Cn1cnc2c(NCc3ccco3)ncnc21	.	11	1	-2%	-20%	-17%	-2	0.8%	-9
O=C(O)CC/C(=C\c1cc([N+](=O)[O-])ccc1Cl)c1nc2ccccc2s1	21	9	2	-4%	8%	-7%	-3	3.6%	-22
COCCN(Cc1ccco1)C(=O)c1cc2c(=O)[nH]c3ccc(C)cc3c2s1	-11	-11	-1	1%	0%	-1%	-5	4.9%	-5
COC(=O)c1c(NC(=S)NN2CCOCC2)sc2c1CCCC2	16	2	2	1%	-21%	1%	0	4.0%	-1
CN1CCN(C(=O)c2ccc(COc3ccc(C(C)(C)C)cc3)o2)CC1	2	-8	5	6%	-1%	3%	-18	-0.2%	-2
COc1ccc(CN2C(=O)N(c3ccc(F)cc3)C(=O)C2CC(=O)Nc2ccccc2)cc1 (centres undefined)	-2	-9	-2	-1%	-6%	-2%	-1	-1.6%	-7
O=C(Nc1ccc(S(=O)(=O)Nc2ncccn2)cc1)C1=NN(c2ccccc2)C(=O)CC1	16	9	2	-6%	1%	-3%	-3	3.8%	-1
COc1cccc(N2CCN(S(=O)(=O)c3ccc(-c4ccno4)cc3OC)CC2)c1	-21	-3	0	-2%	-1%	-2%	-4	0.2%	6&-2
COC(=O)c1ccc(NC(=O)CSc2nc(=O)n(Cc3ccco3)c3c2CCC3)cc1	.	.	4	-1%	2%	1%	-4	0.1%	-2
C#CCOCCOCCOCCNc1nc(N2CCOCC2)nc(N2CCN(C(=O)[C@H](C)n3cc(CCCN=C(N)N)nn3)CC2)n1	18	8	-1	-2%	1%	-1%	3	-0.1%	-20
CC(C)NC(=O)CN1CCN(C(=O)c2ccc3oc(CCCc4ccccc4)nc3c2)CC1	16	-2	2	-1%	-16%	0%	8	-2.6%	0
Cn1c(=O)n(Cc2ccccc2Br)c2ccccc21	9	2	0	5%	2%	-12%	4	-0.1%	-1
CN(CC(=O)Nc1ccc(Cl)c(C(F)(F)F)c1)C(=O)/C=C/c1ccco1	-7	-17	8	2%	0%	-1%	-6	0.2%	-4
Fc1ccc(OCCCCCCN2CCCC2)cc1	-19	-6	6	-3%	-12%	-1%	-5	0.2%	-4
Cc1c(NC(=O)c2cccc(NC(=O)Cc3c(F)cccc3Cl)c2)c(=O)n(-c2ccccc2)n1C	-8	-1	6	-2%	-5%	-5%	.	-0.2%	-3
CC(C)Nc1nc(NC(C)C)nc(N(C)C(N)=O)n1	-1	.	0	-1%	4%	2%	-1	0.9%	-4
CCOC(=O)C1=C(C)N=c2s/c(=C\c3cccc(OCC(=O)O)c3)c(=O)n2C1c1ccccc1OC (centres undefined)	4	20	2	-2%	2%	1%	17	7.3%	2
Cc1nc(NNC(=O)c2ccccc2)cc(-c2ccccc2)n1	-10	-1	1	-7%	.	-2%	-4	-1.9%	-3
CC(=O)Nc1sc(N/N=C/c2ccc(N(C)C)cc2)nc1-c1ccc(C)cc1	-3	3	1	7%	10%	0%	1	0.1%	-5
CCOc1ccccc1Nc1nnc(SCC(=O)NC(Cc2c[nH]c3ccccc23)C(=O)O)s1 (centres undefined)	-2	-12	2	-1%	-1%	-1%	19	5.9%	-2
COC(=O)c1cccc(Nc2c(-c3cc(Br)ccc3O)nc3nc[nH]n23)c1	-9	10	0	-1%	-8%	-5%	0	8.6%	6
O=C1[C@@H]2[C@H](C(=O)N1O)[C@H]1C=C[C@@H]2C1	14	-4	3	-1%	5%	1%	5	-0.8%	-2
Cn1c(-c2ccc(F)c(F)c2)cc2onc(-c3ccccc3)c2c1=O	-16	8	4	-1%	0%	3%	-9	0.2%	-9
CNC(=O)CCc1ccc(OC)cc1	2	-25	1	-1%	-13%	-4%	12	0.7%	-11
CC(=O)c1ccc(S(=O)(=O)N2CCC3(CC2)OCCO3)cc1	-4	3	1	-2%	8%	0%	2	0.1%	-7

# Complete entries, quoted from the list. Order of values: D1 antagonist | D2 PAM | D1 agonist | GRP78 ERSR act | Vif-APOBEC3F blk | Vif-A3G inh | D1 PAM | RXFP1 ag | LDHA inh
# `Cc1nc(NNC(=O)c2ccccc2)cc(-c2ccccc2)n1` is entered as -10 | -1 | 1 | -7% | . | -2% | -4 | -1.9% | -3
# `CN1CCN(C(=O)c2ccc(COc3ccc(C(C)(C)C)cc3)o2)CC1` is entered as 2 | -8 | 5 | 6% | -1% | 3% | -18 | -0.2% | -2

# Later entries.
SMILES	D1 antagonist	D2 PAM	D1 agonist	GRP78 ERSR act	Vif-APOBEC3F blk	Vif-A3G inh	D1 PAM	RXFP1 ag	LDHA inh
CN(C(=O)c1cccc(NC(=O)Cc2ccc(NC(=O)C3CCN(C(=O)c4ccccc4)CC3)cc2)c1)C1CCCC1	.	.	.	-2%	-8%	-3%	.	.	-2
CCOc1ccc(C2CC(c3ccc(OC)cc3)n3ncnc3N2)cc1 (centres undefined)	-7	-10	1	4%	1%	-5%	-1	0.3%	-8
O=C(c1ccccc1)c1cc2ccccc2o1	-4	18	2	3%	-1%	-6%	-3	4.0%	-3
CCOC(CNC(=O)c1ccc(N2CCc3ccccc32)c([N+](=O)[O-])c1)OCC	-37*	-7	12	-2%	-8%	-5%	-9	8.2%	-20
O=C(c1ccc([N+](=O)[O-])cc1)N(Cc1ccc(Cl)cc1)N1C(=O)CCCC1=O	-12	-10	1	-1%	3%	-1%	4	1.2%	-8
Cc1nn(Cc2ccc([N+](=O)[O-])cc2)c(=O)n1-c1ccc(Cl)cc1	.	0	0	-4%	5%	0%	-6	1.1%	-1
Cc1ccc(Cn2ncc3c(N4CCN(c5ccc(C)cc5)CC4)ncnc32)cc1	5	10	1	-3%	-4%	1%	0	0.9%	-1
Cn1c(=O)c2ncn(CC(=O)O)c2n(C)c1=O	8	5	3	-12%	5%	2%	-4	4.7%	-4
CC(C)c1ccc(CNc2c([N+](=O)[O-])c(=O)oc3ccccc23)cc1	-34*	-8	27	3%	-1%	6%	-3	3.3%	-2

# Five structures from above, sorted by SMILES length, largest number first:
SMILES	D1 antagonist	D2 PAM	D1 agonist	GRP78 ERSR act	Vif-APOBEC3F blk	Vif-A3G inh	D1 PAM	RXFP1 ag	LDHA inh
CCOC(CNC(=O)c1ccc(N2CCc3ccccc32)c([N+](=O)[O-])c1)OCC	-37*	-7	12	-2%	-8%	-5%	-9	8.2%	-20
Cc1nn(Cc2ccc([N+](=O)[O-])cc2)c(=O)n1-c1ccc(Cl)cc1	.	0	0	-4%	5%	0%	-6	1.1%	-1
CC(C)c1ccc(CNc2c([N+](=O)[O-])c(=O)oc3ccccc23)cc1	-34*	-8	27	3%	-1%	6%	-3	3.3%	-2
Cc1ccc(Cn2ncc3c(N4CCN(c5ccc(C)cc5)CC4)ncnc32)cc1	5	10	1	-3%	-4%	1%	0	0.9%	-1
Cn1c(=O)c2ncn(CC(=O)O)c2n(C)c1=O	8	5	3	-12%	5%	2%	-4	4.7%	-4

# Only part of the results is shown. The share of hits here may be higher or lower than overall.
